Screening results (PubChem)
hERG WT inh: KCNH2 (human, wildtype) channel inhibition | Q12809 | U2OS, BacMam KCNH2, thallium flux FluxOr; hits give low values | activity change, % at 1.84 µM | 340,000 compounds, 0.37% hits;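 active = maximum activity change below -70%; inconclusive = maximum activity change between -70% and -50%; inactive = maximum activity change above -50%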; note: % is set by controls: 0 for no effect and ±100 for the full control effect
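U2OS cells transduced with wild-type KCNH2 virus are loaded with FluxOr dye for 45 min, and thallium flux is measured in kinetic reads before and after stimulation buffer. Rate constants are normalized to DMSO controls.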
FBPA coupling cs: inhibits coupling enzyme system, counter-screen for aldolase hits; coupling enzyme system counterscreen, AmpLite Red fluorescence; activity change, negative = inhibition, % at 58.2 µM, hits read low; 290,000 compounds, 0.67% hits; AID 2472; in the data active = activity change below about -30%; note: % is set by controls: 0 for no effect and ±100 for the full control effect
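Compounds tested against the coupling enzymes alone at 57.5 uM final; readout was AmpLite Red fluorescence (525/598 nm) after 20 min at RT.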
MLL CXXC-DNA inh: MLL CXXC-DNA interaction inhibition; Q03164; MLL-CXXC / FITC-HOXA9 DNA fluorescence polarization; Potency, µM (highest dose often 115 µM), inactives show at the highest dose activity change, negative = inhibition, actives largely listed as inhibitors; 290,000 compounds, 0.037% hits; AID 2662; active = well fitted inhibition curve with a large enough effect in the polarisation, with a control signal flat, not every such curve was filed as active; inconclusive = small, poorly fitted or top-dose-only effect, or effect the other way, or a change in a side signal; inactive = no such curve, though single readings can be large or run the other way; the % refers to the polarisation; note: potency is the fitted concentration of half-maximal effect
Target sequence (Q03164 whole entry, looked up): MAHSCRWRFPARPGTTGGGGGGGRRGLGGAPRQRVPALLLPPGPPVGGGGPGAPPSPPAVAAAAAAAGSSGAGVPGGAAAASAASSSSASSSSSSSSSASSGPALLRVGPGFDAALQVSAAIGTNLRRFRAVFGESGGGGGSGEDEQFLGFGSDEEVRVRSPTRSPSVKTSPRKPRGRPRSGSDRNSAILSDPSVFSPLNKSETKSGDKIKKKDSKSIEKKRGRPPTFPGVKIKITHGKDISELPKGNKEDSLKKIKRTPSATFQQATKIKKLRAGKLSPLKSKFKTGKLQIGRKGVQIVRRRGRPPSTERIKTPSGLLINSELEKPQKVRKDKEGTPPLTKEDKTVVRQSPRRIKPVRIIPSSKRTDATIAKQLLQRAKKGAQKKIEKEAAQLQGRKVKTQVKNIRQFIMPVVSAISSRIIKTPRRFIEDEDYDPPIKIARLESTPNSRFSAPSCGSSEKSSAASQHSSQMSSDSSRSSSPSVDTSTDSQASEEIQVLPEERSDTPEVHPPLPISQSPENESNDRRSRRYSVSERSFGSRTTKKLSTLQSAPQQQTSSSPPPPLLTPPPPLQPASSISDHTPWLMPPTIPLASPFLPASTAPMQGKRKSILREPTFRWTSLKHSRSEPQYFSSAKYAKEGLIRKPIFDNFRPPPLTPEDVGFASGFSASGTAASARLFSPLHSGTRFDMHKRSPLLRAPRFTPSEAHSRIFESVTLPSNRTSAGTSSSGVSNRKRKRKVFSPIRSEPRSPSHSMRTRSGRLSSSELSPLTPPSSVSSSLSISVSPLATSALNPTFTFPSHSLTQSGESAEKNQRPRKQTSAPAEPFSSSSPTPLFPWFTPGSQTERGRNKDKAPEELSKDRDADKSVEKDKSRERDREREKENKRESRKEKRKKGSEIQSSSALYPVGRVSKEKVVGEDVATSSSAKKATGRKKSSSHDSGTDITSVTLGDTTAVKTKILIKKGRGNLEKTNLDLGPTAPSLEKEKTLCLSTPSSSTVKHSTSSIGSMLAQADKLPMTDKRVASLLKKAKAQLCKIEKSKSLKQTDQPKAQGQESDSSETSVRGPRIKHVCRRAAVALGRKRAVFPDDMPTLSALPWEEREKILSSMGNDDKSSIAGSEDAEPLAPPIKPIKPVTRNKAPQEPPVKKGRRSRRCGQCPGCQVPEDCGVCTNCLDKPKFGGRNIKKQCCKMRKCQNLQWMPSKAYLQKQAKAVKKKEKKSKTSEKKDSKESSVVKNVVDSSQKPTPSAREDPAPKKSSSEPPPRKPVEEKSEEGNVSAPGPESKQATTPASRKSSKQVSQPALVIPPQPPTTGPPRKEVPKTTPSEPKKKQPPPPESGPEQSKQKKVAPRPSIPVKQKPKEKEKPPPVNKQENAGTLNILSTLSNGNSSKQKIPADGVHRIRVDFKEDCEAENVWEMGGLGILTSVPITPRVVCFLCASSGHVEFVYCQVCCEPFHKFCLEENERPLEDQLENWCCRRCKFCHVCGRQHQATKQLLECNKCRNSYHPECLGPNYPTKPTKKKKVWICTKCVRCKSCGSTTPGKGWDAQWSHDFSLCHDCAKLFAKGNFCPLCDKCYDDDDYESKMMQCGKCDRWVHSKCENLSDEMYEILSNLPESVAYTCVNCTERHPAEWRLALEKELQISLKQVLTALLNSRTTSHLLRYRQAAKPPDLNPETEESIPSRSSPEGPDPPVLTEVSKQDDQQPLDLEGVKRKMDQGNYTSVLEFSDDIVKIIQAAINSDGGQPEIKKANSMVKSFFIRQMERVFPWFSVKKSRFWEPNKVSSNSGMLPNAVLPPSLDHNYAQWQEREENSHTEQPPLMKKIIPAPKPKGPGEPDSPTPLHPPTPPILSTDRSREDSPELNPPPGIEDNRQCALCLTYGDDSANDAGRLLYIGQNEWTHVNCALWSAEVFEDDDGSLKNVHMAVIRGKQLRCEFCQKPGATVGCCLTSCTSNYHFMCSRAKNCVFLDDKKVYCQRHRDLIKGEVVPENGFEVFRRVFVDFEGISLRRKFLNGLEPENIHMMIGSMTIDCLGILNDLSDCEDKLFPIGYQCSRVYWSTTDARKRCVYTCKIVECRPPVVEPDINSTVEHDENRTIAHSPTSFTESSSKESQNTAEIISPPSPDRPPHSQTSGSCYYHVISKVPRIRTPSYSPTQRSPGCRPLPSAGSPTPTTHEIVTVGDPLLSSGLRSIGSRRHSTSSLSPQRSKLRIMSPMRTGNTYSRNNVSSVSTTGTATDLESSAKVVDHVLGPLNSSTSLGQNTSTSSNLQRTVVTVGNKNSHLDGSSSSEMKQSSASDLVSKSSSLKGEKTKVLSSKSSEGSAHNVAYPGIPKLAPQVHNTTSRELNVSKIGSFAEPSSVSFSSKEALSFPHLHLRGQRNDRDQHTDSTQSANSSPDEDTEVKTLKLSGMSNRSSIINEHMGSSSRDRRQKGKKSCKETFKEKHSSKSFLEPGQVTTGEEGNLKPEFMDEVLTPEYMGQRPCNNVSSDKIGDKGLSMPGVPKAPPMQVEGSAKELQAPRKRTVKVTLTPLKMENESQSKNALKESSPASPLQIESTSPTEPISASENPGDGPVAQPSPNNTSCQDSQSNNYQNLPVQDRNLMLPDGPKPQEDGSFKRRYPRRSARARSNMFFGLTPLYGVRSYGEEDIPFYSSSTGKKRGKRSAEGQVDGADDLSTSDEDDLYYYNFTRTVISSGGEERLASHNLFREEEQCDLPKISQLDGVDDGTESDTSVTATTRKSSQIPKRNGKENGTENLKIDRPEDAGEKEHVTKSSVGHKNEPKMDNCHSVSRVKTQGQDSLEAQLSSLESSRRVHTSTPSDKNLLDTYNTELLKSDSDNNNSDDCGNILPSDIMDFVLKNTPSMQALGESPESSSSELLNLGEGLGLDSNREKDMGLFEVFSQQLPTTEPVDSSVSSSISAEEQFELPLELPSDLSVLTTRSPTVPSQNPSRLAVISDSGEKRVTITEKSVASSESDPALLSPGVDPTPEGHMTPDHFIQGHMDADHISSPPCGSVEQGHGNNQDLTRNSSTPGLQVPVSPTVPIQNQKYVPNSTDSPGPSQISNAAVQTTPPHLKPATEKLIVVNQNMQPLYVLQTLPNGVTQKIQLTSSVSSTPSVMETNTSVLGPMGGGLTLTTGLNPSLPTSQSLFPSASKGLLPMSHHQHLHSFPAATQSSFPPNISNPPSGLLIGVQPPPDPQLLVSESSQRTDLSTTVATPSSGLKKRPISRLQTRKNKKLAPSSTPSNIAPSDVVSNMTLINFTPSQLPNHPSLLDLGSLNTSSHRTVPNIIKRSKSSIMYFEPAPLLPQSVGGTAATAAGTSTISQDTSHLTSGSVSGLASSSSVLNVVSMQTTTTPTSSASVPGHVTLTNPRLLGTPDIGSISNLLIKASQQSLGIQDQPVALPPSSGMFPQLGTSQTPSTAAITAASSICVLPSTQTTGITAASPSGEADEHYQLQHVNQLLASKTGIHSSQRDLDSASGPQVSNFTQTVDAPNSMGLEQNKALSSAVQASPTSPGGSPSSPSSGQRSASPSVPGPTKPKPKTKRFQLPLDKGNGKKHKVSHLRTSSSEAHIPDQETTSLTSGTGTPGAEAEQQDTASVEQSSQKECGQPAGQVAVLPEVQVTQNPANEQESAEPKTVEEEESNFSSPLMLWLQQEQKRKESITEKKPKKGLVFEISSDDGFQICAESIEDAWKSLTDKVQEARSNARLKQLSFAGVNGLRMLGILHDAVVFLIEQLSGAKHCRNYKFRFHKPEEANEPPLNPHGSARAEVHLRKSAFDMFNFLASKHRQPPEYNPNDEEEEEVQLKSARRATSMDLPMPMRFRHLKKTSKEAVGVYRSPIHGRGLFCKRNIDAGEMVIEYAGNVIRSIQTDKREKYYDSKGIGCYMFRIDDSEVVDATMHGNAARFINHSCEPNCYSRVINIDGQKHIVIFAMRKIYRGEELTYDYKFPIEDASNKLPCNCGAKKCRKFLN
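Fluorescence polarization: 7 uM MLL-CXXC (stock) preincubated 5 min with compounds, then 50 nM fluorescein-HOX-A9 DNA (stock) added; 30 min ambient. Buffer 50 mM Tris-HCl pH 7.5, 50 mM NaCl, 1 mM DTT, 0.05% BSA.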
B2AR arrestin: recruits beta-arrestin to the human beta2-adrenergic receptor. beta-arrestin recruitment to beta2AR, cell-based reporter. 330,000 compounds, 0.02% hits. Potency, µM (series often up to 46.1 µM), without a hit: at the top dose activation, usual class: activators. AID 492947. P07550;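 note: potency is the fitted concentration of half-maximal effect; 0% = DMSO controls and full agonism = EC100 isoproterenol or metaproterenol; nearly all actives have a fitted effect of over 65% in size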
KCNH2 3.1 inh: blocks the human KCNH2 3.1 channel isoform; 340,000 compounds, 0.95% hits; AID 720553; U2OS KCNH2 3.1, thallium flux FluxOr; hits give low values; activity change, % (tested at about 1.8 µM);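 active = maximum activity change below -70%; inconclusive = maximum activity change from -70% to -50%; inactive = maximum activity change above -50%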;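 note: thallium influx rate constant from kinetic fluorescence after stimulation buffer; % is set by controls: 0 for no effect and ±100 for the full control effect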
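We transduce U2OS cells with the mutant 3.1 virus, culture them overnight, load FluxOr with Red40 quencher for 45 min, then add stimulation buffer and read kinetically for 2 min to derive a normalized rate constant.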
PKM2 act: increases activity of human pyruvate kinase M2; P14618; 260,000 compounds, 0.34% hits; purified PKM2, Kinase-Glo ATP luminescence, activation; response scale: 0% is enzyme alone, no compound; AID 1631; Potency, µM (top dose mostly 57.5 µM), without a hit: at the top dose activation, actives largely listed as activators; note: potency is the fitted concentration of half-maximal effect; % is set by controls: 0 for no effect and ±100 for the full control effect; nearly all actives have a fitted effect of over 55% in size
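Purified hPK-M2 (>95%) run at intermediate activity with 0.1 mM ADP and 0.5 mM PEP in 50 mM imidazole pH 7.2, KCl, MgCl2; 1 h room temperature. ATP formed read by Kinase-Glo luminescence; normalized to uninhibited and no-enzyme controls.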
Giardia killer: kills Giardia lamblia | activity change, % at 7.66 µM, hits read low | Giardia lamblia trophozoite viability | AID 540267 | 340,000 compounds, 0.15% hits; in the data active = activity change below about -80%; inconclusive = between about -30% and that limit;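 note: parasites exposed to compound for two days anaerobically before the ATP read; % is set by controls: 0 for no effect and ±100 for the full control effect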
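Each well holds 100 Giardia trophozoites and compound. After two days (48 hrs) at 37 deg C in anaerobic conditions, ATP is quantified by luminescence.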
TRPV1 agonist: human TRPV1 agonism | 320,000 compounds, 0.19% hits | AID 540275 | TRPV1-expressing cells, Fluo-8 calcium influx, agonist mode | activation, % at 8.33 µM; in the data active = activation above about 80%; inconclusive = between about 30% and that limit; note: 0% is about no effect
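Cells expressing TRPV1 were dye-loaded with Fluo-8 and read kinetically: 10 s baseline, 3 min after compound (agonist portion), then 2 min after EC20 capsaicin (allosteric enhancer portion). Calcium-bound dye fluorescence at 480/520 nm.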
USP2a block: blocks human ubiquitin-specific protease USP2a | O75604 | USP2 core, Ub-CHOP2 coupled fluorogenic reporter, 485/531 | Potency, µM (series often up to 38.3 µM), without a hit: top-dose activity change, negative = inhibition, hits mostly inhibitors | 330,000 compounds, 0.01% hits | AID 463254;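 note: potency is the fitted concentration of half-maximal effect; plate controls were DMSO wells for no effect and full inhibition by NEM control for full effect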
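Deubiquitinase activity read as fluorescence (485/531 nm) after Ub-CHOP2 cleavage activates the enterokinase reporter on its substrate; USP2 core 10nM, Ub-CHOP2 and substrate 25nM each, 30min compound preincubation then 60min RT; data normalized to NEM, curves fitted.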
Menin MLL FP TR: menin-MLL binding inhibition, Texas Red mutant peptide. O00255. Menin + Texas Red MLL mutant peptide, fluorescence polarization. Potency, µM (highest dose often 61.6 µM), inactives show top-dose FP activity change, negative = inhibition, actives largely listed as inhibitors. 270,000 compounds, 0.23% hits. AID 1768; active = well fitted inhibition curve with a large enough effect in the polarisation, with a control signal flat, not every such curve was filed as active; inconclusive = small, poorly fitted or top-dose-only effect, or effect the other way, or a change in a side signal; inactive = no such curve, though single readings can be large or run the other way; the % refers to the polarisation; note: potency is the fitted concentration of half-maximal effect; % of control where 0% means no effect; many of its hits are not listed in these tables
GALK inh: blocks human galactokinase activity | Purified GALK, Kinase-Glo residual ATP luminescence | 270,000 compounds, 0.007% hits | Potency, µM (doses to about 57.5 µM), for the others: top-dose activity change, negative = inhibition, most hits filed as inhibitors; note: potency is the fitted concentration of half-maximal effect; % is set by controls: 0 for no effect and ±100 for the full control effect
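The enzyme phosphorylates galactose (100 uM) using ATP (35 uM); inhibition is detected as higher residual ATP, quantified by bioluminescence after 1 h reaction at room temperature, pH 8.0.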
Numbers without * were called inactive; ? = inconclusive; . = not tested or not shown; [ ] = remark or other dose. Unless noted, calls come from the whole dose curve; as a rule, active = well fitted curve in the direction sought with a large enough effect; inconclusive = small, poorly fitted or top-dose-only effect, or another doubt; inactive = no such curve, though single readings can be large; an effect the other way counts as inactive or inconclusive.

item | Structure | hERG WT inh | FBPA coupling cs | MLL CXXC-DNA inh | B2AR arrestin | KCNH2 3.1 inh | PKM2 act | Giardia killer | TRPV1 agonist | USP2a block | Menin MLL FP TR | GALK inh
1 | CCOC(=O)c1c(NC(=O)CSc2nnnn2-c2ccccc2)sc2c1CCC(C)C2 (stereo not given) | 23 | 10 | 3% | -0.1% | -17 | -8% | -16 | -1 | 0% | -7% | 2%
2 | CC(=O)Nc1ccc(C(=O)OCC(=O)Nc2c(C)n(C)n(-c3ccccc3)c2=O)cc1 | 2 | . | . | -1.6% | -19 | . | 7 | . | 6% | . | .
3 | COCCn1c(CN2CCN(c3cccc(Cl)c3)CC2)nc2c1c(=O)n(C)c(=O)n2C | 2 | 0 | -7% | -0.3% | -9 | 10% | 13 | . | 0% | -3%[11.7 µM] | 2%
4 | N#Cc1cccc(C(=O)Nc2ccccc2C(=O)NC2CC2)c1 | 4 | . | . | -0.2% | -6 | . | ? | 20 | 2% | . | .
5 | C/C(=C\c1ccccc1)CN1CCN(C)CC1 | 11 | 0 | -3% | 0.2% | -2 | 2% | -7 | -1 | 0% | -9% | -2%
6 | COC(=O)c1ccccc1NC(=O)CSCC(=O)Nc1ccccc1 | 0 | -5 | -1% | 0.4% | -6 | 1% | -11 | 9 | 0% | -4% | -1%
7 | Cc1cc(C)c(C(=O)Nc2cccc(F)c2)c(Cl)n1 | . | -6 | 3% | -0.1% | 2 | 0% | -27 | -2 | 3% | -7% | -2%
8 | CNC(=O)C1CC(=O)N(CCc2ccc(C)cc2)C1 (stereo not given) | 3 | 0 | 1% | -0.5% | -5 | . | -8 | 1 | 0% | 6% | 5%
9 | COc1ccccc1-n1c(SCC(=O)O)nc2c(sc(=S)n2-c2ccc(Cl)c(C)c2)c1=O | -1 | -10 | 3% | -0.3% | -10 | . | 12 | 3 | -1% | ? | .
10 | O=C(N=C1SC2CS(=O)(=O)CC2N1c1ccc(Cl)cc1)C1CCCO1 (stereo not given) | -4 | . | 10% | 0.0% | -4 | . | 2 | 17 | -1% | . | 7%
11 | COc1ccc(CCNc2cc(C)nc(N)n2)cc1OC | 4 | -2 | -8% | 0.0% | 3 | . | 30[activator] | 3 | 0% | -11% | 3%
12 | Clc1ccc(CNc2nc(CN3CCOCC3)nc3scc(-c4ccccc4)c23)cc1 | 15 | 0 | 6% | -0.1% | -17 | -8% | 11 | ? | -5% | -14% | 1%
13 | O=C(CN1C(=O)NC(CCc2ccccc2)C1=O)Nc1ccccc1C(F)(F)F (stereo not given) | -15 | . | . | 0.0% | -17 | . | 11 | . | 3% | . | .
14 | CN(C)S(=O)(=O)c1ccc2c(c1)c(=O)c(C(=O)N1CCN(c3ccccn3)CC1)cn2C | -8 | -1 | 4% | 0.0% | -6 | -13% | -16 | . | 3% | -9%[11.7 µM] | 2%
15 | CNC(=S)NC1CC2CCC(C1)N2Cc1ccccc1 (stereo not given) | 35 | 2 | -1% | -0.2% | 20 | -8% | 22 | 3 | 7% | -7% | .
16 | Cc1nc(NC(=O)CCC(=O)O)sc1C(=O)N(C)C | 0 | 0 | 5% | 0.2% | 28 | -4% | 26 | 0 | 0% | -16% | 0%
17 | O=C(Nc1c(C(=O)N2CCCC2)cnn1-c1ccccc1)c1cccc(F)c1 | -16 | 0 | 2% | -0.6% | 6 | 9% | 21 | 1 | 1% | -1% | 1%
18 | O=S(=O)(NCc1cc(-c2ccccc2Cl)no1)c1ccc(Cl)cc1 | -4 | 3 | 12% | -0.6% | -4 | 0% | 3 | . | 2% | . | -1%
19 | CC(C)(C)C1CCc2nc(NC(=O)Cc3cn4ccsc4n3)sc2C1 (stereo not given) | -3 | 3 | 1% | -0.2% | -5 | -7% | -9 | 13 | -26% | -7% | 0%
20 | CCCCCOc1ccc(C(C)(O)C(CN2CCOCC2)c2ccccc2)cc1 (stereo not given) | -6 | -2 | 13% | -0.1% | -5 | . | -11 | 3 | 0% | ? | -1%
21 | COc1ccc(NC(=O)C(c2ccc(OC)cc2)N(C)C(=O)c2cnccn2)cc1 (stereo not given) | 7 | -1 | 1% | -0.1% | 26 | -2% | 8 | -3 | 1% | 10% | -1%
22 | O=C(CSc1cn(CCNC(=O)c2c(F)cccc2F)c2ccccc12)NCC1CCCO1 (stereo not given) | -7 | 0 | 3% | 0.0% | 11 | -4% | 18 | -2 | 2% | 10% | 4%
23 | COC(=O)c1[nH]c2ccc(Br)cc2c1NC(=O)CN1CCCc2ccccc21 | -13 | 3 | 37%[activator] | -0.2% | 7 | -3% | -24 | ? | 1% | 59%[activator] | .
24 | COc1ccc(OC)c(CNC(=O)CCc2cn(C)c3ccccc23)c1 | -5 | 1 | -7% | 0.5% | 1 | . | 26 | 0 | 4% | 10% | .
25 | CCCNC(=O)C(Cc1cccc(Br)c1)NC(=O)c1ccc(C#N)cc1 (stereo not given) | -6 | . | . | 0.0% | -8 | . | 4 | 13 | 0% | . | .
26 | CCCc1cc(=O)[nH]c(SCC(=O)Nc2ccc(C)cc2)n1 | -9 | 2 | 5% | 0.1% | 8 | -2% | 5 | 0 | -1% | 7% | -1%
27 | Cc1c(C(=O)NNC(=O)c2cccnc2)cccc1[N+](=O)[O-] | -9 | . | . | -0.1% | -7 | . | 24 | . | 6% | . | .
28 | COc1ccc(S(=O)(=O)Cc2ccc(C(=O)NCc3ccc(F)cc3)o2)cc1 | . | -3 | -6% | 0.1% | . | 0% | . | 3 | -5% | -2% | 3%
29 | CCCc1cc(=O)[nH]c(SCC(=O)c2ccc(S(=O)(=O)N3CCCC3)cc2)n1 | 1 | 1 | -6% | 0.5% | -20 | 3% | 10 | 0 | 0% | -1% | 1%
30 | Cc1ccccc1NC(=O)c1ccc2c(c1)CCN2S(C)(=O)=O | 6 | 1 | -2% | 0.1% | 8 | 0% | -16 | 11 | -1% | 0% | 0%
31 | NC(=O)Cn1cc(/C=N/NC(=O)c2ccc(Cn3cc(Cl)cn3)o2)c(-c2ccccc2)n1 | -27 | . | 9% | 0.7% | -2 | . | 1 | 1 | 2% | . | -3%
32 | COC(=O)CN1C(c2ccc(Cl)cc2)=Nc2ccc(Cl)cc2C1c1ccccc1 (stereo not given) | 1 | -10 | -11% | -0.7% | -11 | 4% | 13 | 13 | -6% | -12% | 0%
33 | O=C(NCc1ccccn1)c1cn(Cc2ccccc2)nn1 | -6 | 1 | -1% | 0.1% | 16 | -1% | 9 | -1 | 0% | 1% | 0%
34 | C=C(C)c1ccc(C(C)(C)NC(=O)N2CCN(C)CC2)cc1 | -1 | 3 | -2% | -0.5% | -11 | -5% | 5 | 0 | 0% | -19% | -1%
35 | CCC(C)NC(=O)c1cc2cc3ccc(OC)cc3nc2o1 (stereo not given) | -1 | -2 | 2% | -0.6% | -38 | . | 0 | 3 | -3% | ? | -1%
36 | CSc1ccccc1NC(=O)COC(=O)c1ccc(O)cc1 | 11 | 0 | 18% | -0.2% | 6 | -2% | ? | 5 | 1% | 8% | 0%
37 | Cc1ccc2cc3c(NC(=O)c4cccnc4)nn(C)c3nc2c1 | -21 | 4 | 1% | -1.9% | 8 | 0% | 9 | -1 | -1% | ? | -1%
38 | O=C(CSc1ncc(C(=O)O)n1-c1ccc(F)cc1)NCc1ccc2c(c1)OCO2 | -2 | 5 | 0% | 0.1% | 1 | 6% | 6 | 4 | -2% | -4% | -1%
39 | Cc1ccc(Sc2ccc(C(=O)N(C)C)cc2[N+](=O)[O-])cc1 | . | 1 | 13% | 0.2% | 14 | 1% | 16 | 4 | 1% | 4% | 0%

The list is partial; rates above refer to the full screens.
